# Bioassay records from PubChem.
# IL-2 act: IL-2 activation. activation, % (series mostly up to about 46 µM). IL-2 activation reporter assay, cell-based qHTS; stimulated with anti-CD3/CD4/CD28 beads; in transgenic mouse T cells. AID 652025. 0.065% of 360,000 active; in the data active = activation above about 50%; inconclusive = mostly about 30% to 49%; also: 0% is about no effect
#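 Readout is EGFP and DsRed signal by fluorescent plate cytometry after 18 h at 37 degrees C. Transgenic mouse T cells (750/well) received compound for 60 min before bead stimulation (anti-CD3, anti-CD4, anti-CD28); memory T cells served as non-tolerant control.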
# D3 ag: D3 dopamine receptor (human) agonism. P35462. D3R DiscoveRx beta-arrestin cells, luminescence, 90 min. max activation, %. 0.58% of 410,000 active. AID 652048; in the data active = max activation above about 30%; also: 0% is about no effect; mostly tested at two doses, the higher about 12 µM
# Target sequence (P35462 whole entry, looked up): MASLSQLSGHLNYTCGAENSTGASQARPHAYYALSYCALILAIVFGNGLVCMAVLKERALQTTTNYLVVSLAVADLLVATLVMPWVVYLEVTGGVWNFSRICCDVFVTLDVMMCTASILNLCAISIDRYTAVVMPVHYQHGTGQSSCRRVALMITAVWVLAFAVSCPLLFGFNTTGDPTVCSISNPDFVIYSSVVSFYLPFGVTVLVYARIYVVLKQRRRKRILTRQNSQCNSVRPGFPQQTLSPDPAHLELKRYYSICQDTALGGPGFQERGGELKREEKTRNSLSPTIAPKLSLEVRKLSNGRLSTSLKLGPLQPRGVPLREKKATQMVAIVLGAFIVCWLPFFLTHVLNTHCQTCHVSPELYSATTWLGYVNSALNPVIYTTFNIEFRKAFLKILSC
#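 Cells at 1500/well, incubated overnight, then treated with pinned compounds (dopamine as control) for 90 min at 37 degrees C. DiscoveRx reagent added for 30 - 60 minutes at room temperature; luminescence read.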
# HEK293 tox: cytotoxic in the GLP-1 receptor inverse agonist counter-screen | HEK293 cAMP-luciferase reporter cells, luminescence, 24 h | Potency, µM (doses to about 38.3 µM), for the others: at the highest dose activity change, negative = inhibition, actives largely listed as inhibitors | 0.13% of 410,000 active | AID 624418;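 also: loss of luciferase light is scored as toxicity; potency is read from the fitted curve at half-maximal effect; % is scaled to controls: 0 for no effect and ±100 for the full control effect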
#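 Step one: seed cells (200 cells/uL, DMEM with 10% Nu serum, 1% pen-strep). Step two: 12-hour incubation at 37 deg C. Step three: pin 23 nL compound, incubate 24 hr. Step four: add luciferase reagent, read luminescence 12 min later.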
# WRN helicase inh: WRN helicase (human) inhibition; Q14191; WRN helicase unwinding, fluorescent forked duplex, kinetic; Potency, µM (doses to about 114 µM), for inactives: at the highest dose activity change, negative = inhibition, usual class: inhibitors; 0.46% of 360,000 active; also: potency is read from the fitted curve at half-maximal effect; % is scaled to controls: 0 for no effect and ±100 for the full control effect; nearly all actives have a fitted effect of over 55% in size
#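 Fluorescence dequenching readout, ex 525 nm/em 598 nm, kinetic mode: forked duplex DNA (100 nM final) with adjacent fluorophore and quencher unwound by WRN (20 nM final) with 2 mM ATP. Compound preincubation 15 min, room temperature.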
# DRD3 antagonist: D3 dopamine receptor (human) antagonism | AID 652054 | 2.5% of 360,000 active | P35462 | D3R cells, DiscoveRx beta-arrestin luminescence, antagonist mode; stronger effect = lower value | max response, negative = inhibition, %; in the data active = max response below about -50%; inconclusive = no clear call, values can overlap the other calls; also: % is scaled to controls: 0 for no effect and ±100 for the full control effect; mostly tested at two doses, the higher about 12 µM
#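 Cells plated overnight at 1500 cells/well, then exposed to library compounds with dopamine controls for 90 minutes at 37 degrees C. DiscoveRx reagent added for 30–60 minutes at room temperature; luminescence read, quantitative HTS format.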
# PLK1 PBD inh: inhibitors of human PLK1 polo-box domain binding. P53350. Plk1 PBD binding of FITC phosphopeptide, fluorescence polarization. Potency, µM, inactives show max response, negative = inhibition, usual class: inhibitors. 2.8% of 360,000 active. AID 720504; also: potency is read from the fitted curve at half-maximal effect; series mostly up to about 57 µM; % is scaled to controls: 0 for no effect and ±100 for the full control effect; nearly all actives have a fitted effect of over 65% in size
# GLP-1R agonist: GLP-1 receptor (human) agonism | Potency, µM (highest dose often 45.6 µM), without a hit: at the highest dose activation, most hits filed as activators | HEK293 GLP-1R CRE-luciferase, luminescence, 4-6 h; cells express a hypersensitive GLP-1R form | P43220 | 0.007% of 380,000 active; also: potency is read from the fitted curve at half-maximal effect; % of control where 0% means no effect
# Target sequence (P43220 whole entry, looked up): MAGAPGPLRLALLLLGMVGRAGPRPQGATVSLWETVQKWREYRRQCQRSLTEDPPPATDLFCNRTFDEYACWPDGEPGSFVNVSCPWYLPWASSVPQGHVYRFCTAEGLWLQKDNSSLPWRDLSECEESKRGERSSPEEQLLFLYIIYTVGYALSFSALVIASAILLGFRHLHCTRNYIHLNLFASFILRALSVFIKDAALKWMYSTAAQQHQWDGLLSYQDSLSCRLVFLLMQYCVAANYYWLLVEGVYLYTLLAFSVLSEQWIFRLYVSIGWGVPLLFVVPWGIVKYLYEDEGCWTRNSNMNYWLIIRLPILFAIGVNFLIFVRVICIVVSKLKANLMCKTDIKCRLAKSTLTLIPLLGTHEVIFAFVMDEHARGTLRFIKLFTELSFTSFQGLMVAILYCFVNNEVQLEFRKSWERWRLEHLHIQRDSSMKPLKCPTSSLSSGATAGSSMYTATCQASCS
# GLP-1R inv ag: acts as inverse agonist at human GLP-1 receptor; P43220; HEK293 GLP-1R CRE-luciferase, luminescence, 24 h; GLP-1R form is constitutively active; Potency, µM (series often up to 38.3 µM), for the others: at the top dose activity change, negative = inhibition, hits mostly inhibitors; 1.6% of 410,000 active; also: potency is read from the fitted curve at half-maximal effect; % is scaled to controls: 0 for no effect and ±100 for the full control effect; nearly all actives have a fitted effect of over 55% in size
#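 qHTS in 1536-well format: reporter HEK293 cells expressing constitutive GLP-1R activity in DMEM + 10% Nu serum, 24 hr with compounds at 37 deg C, luminescence read after 12 min with detection reagent.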
# PI5P4K alpha inh: inhibitors of human PI5P4K alpha | PI5P4Kalpha enzyme, ADP-Glo luminescence, 60 min; stronger effect = lower value | 1.2% of 330,000 active | max response, % | AID 652105 | P48426; active = max response of -50% or lower; inconclusive = between -30% and -50%; inactive = -30% or higher; also: value at the top dose of about 77 µM; % is scaled to controls: 0 for no effect and ±100 for the full control effect
#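 Controls without substrate or without enzyme flank wells where PI5P4Kalpha converts substrate using 5 microM ATP (final). Incubation lasts 60 minutes at room temperature; ADP formed is read by ADP-Glo luminescence.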
# Numbers without * were called inactive; ? = inconclusive; · = not tested or not shown; & = joins results of further samples; [ ] = remark or other dose. Unless noted, calls follow the shape of the dose curve; as a rule, active = well fitted curve in the direction sought with a large enough effect; inconclusive = small, poorly fitted or top-dose-only effect, or another doubt; inactive = no such curve, though single readings can be large; an effect the other way counts as inactive or inconclusive.
SMILES,IL-2 act,D3 ag,HEK293 tox,WRN helicase inh,DRD3 antagonist,PLK1 PBD inh,GLP-1R agonist,GLP-1R inv ag,PI5P4K alpha inh
O=C1CC(N2CCN(c3ccccc3)CC2)C(=O)N1c1ccc2c(c1)OCCO2 (stereo not given),-3.3,-2,-10%,5%,-11,0%,-3%,2%,0
COc1cc(/C=C/C(=O)OCC(=O)NC(=O)NC23CC4CC(CC(C4)C2)C3)ccc1OCC#N,-2.2,-7,-5%,-3%,-53*,-12%,9%,?,-6
CC(=O)c1ccc(NC(=O)c2ccc(N3CCCC3=O)cc2)cc1,-0.1,4,-1%,-6%,-17,0%,0%,37%[activator],-12
CC(Oc1ccc2c(-c3ccccc3)cc(=O)oc2c1)C(=O)N1CCC[C@@H]1C(N)=O (stereo not given in full),-0.3,-15,1%,5%,?,-3%,9%,1%,1
COc1cccc(NC(=S)NCc2ccc3c(c2)cc(C)n3C)c1,2.6,2,?,-33%,-4,6%,-1%,?,1
O=C(COC(=O)c1cccnc1Cl)c1cccc(Cl)c1,-0.2,2,7%,3%,-15,-2%,-7%,-8%,1
CC(C)N(C=O)C1(C(=O)NC2CCCCC2)CCCCC1,-1.1,1,1%,2%,-4,2%,-8%,0%,9
CCOc1ccc(Cc2onc3c2C(=O)CC(C)(C)C3)cc1OCC,-1.4,0,-9%,7%,14,-15%,30%,?,2
COC(=O)CCC(=O)N1CCOCCOCCOCC1,-1.1,-12,-1%,5%,-18,-11%,0%,16%,-13
OC(CN1CCN(c2cccc(Cl)c2)CC1)c1ccc(F)cc1 (stereo not given),-3.5,22,-15%,-13%,-15,-14%,-1%,?,-6
CC(C)c1ccc(NS(=O)(=O)c2cc(Br)cc3c2N(C(=O)C2CC2)CC3)cc1,·,11,-6%,·,·,·,-2%,-11%,·
Cc1cc2ncn(/N=C/c3ccc([N+](=O)[O-])o3)c2cc1C,1.2,-4,-27%,-8%,-14,0%,-1%,56%[activator],·
O=[N+]([O-])c1ccc(S(=O)(=O)NCCc2cn3ccccc3n2)cc1,0.2,5,2%,1%,17,-6%,-6%,-8%,5
O=C(N/N=C1/SCC(=O)N1Cc1ccco1)c1ccccc1F,0.4,2,3%,-2%,-2,-13%,0%,4%,-6
COc1ccc(-c2cc(NC(C)=O)c3ncc(-c4ccccc4)n3c2)c(OC)c1,-0.3,7,-13%,0%[57.1 µM],28,-25%,19%,-18%,-8
COCC(C)NC(=S)Nc1ccccc1[N+](=O)[O-] (stereo not given),0.4,-4,-6%,-11%,-12,?,3%,-6%,5
COc1ccc(NC2CS(=O)(=O)CC2OC(=O)c2ccc(F)cc2)cc1 (stereo not given),1.4,1,-6%,-2%,13,-1%,-13%,-5%,·
Cc1cc(OCC(=O)NCC2(N(C)C)CCCCC2)cc(C)c1Cl,·,-13,5%,·,·,·,-2%,?,·
CCOC(=O)C1=C(c2ccccc2)NC(N)=NC1c1ccc(OCc2ccc(C(=O)OC)cc2)cc1 (stereo not given),-4.0,3,?,-5%,-20,-8%,8%,8.9µM*,-16
CCC(=O)Nc1cccc(NC(=O)c2ccc(Br)cc2)c1,4.0,-4,0%,-13%,0,-3%,7%,-4%,0
O=S(=O)(c1ccc(-c2ccccc2)cc1)N1CCCCC1,-0.7,-3,-4%,6%,-15,8%,-2%,-16%,-7
Cn1c(CN2CCCCC2)nc2cc(NC(=O)c3cccc(Br)c3)ccc21,4.6,-16&-10,-12%&-23%,8%,-21,-6%,20%,?,·
CC(Oc1ccccc1F)C(=O)NNC(=O)CCNC(=O)c1ccco1 (stereo not given),-3.2,1,7%,6%,3,-7%,-3%,-9%,9
Cc1nn(C2CCS(=O)(=O)C2)c2nc(C3CC3)cc(C(=O)Nc3cccc(C#N)c3)c12 (stereo not given),0.8,-21,-14%,-2%,-21,0%,13%,?,-3
Cc1cccc(C)c1NC(=O)C1(N(Cc2ccco2)C(=O)Cn2nnnc2N)CCCCC1,1.9,3,-6%,-2%,8,-7%,-16%,-11%,1
C#CCSc1n[nH]c(=O)n1-c1cccc(C(F)(F)F)c1,-0.7,11,-4%,-3%,-9,-7%,4%,0%,4
CCSc1nc2sc3c(c2c(=O)[nH]1)CC(C)(C)OC3,2.6,0,5%,12%,2,0%,11%,13%,-2
CCN1C(=O)/C(=C2/SC(C)=C(C)N2CC)SC1=S,4.4,-1,-4%,0%,6,-10%,1%,-2%,1
Cc1ncoc1C(=O)N1CCCC(CCC(=O)NCc2ccccc2F)C1 (stereo not given),-1.6,-15,?,-5%[57.1 µM],-30,-1%,0%,-22%,4
S=c1[nH]cnc2sc(Nc3ccccc3)nc12,0.1,1,3%,1%,27,-28%,-13%,71%[activator],?
CC(C)(C)C(=O)NC(=S)Nc1cccc(C(=O)O)c1,3.5,4,0%,-2%,8,3%,1%,5%,5
CCN(CC)S(=O)(=O)c1ccc(C(C)NCC(=O)Nc2ccccc2C(=O)NC2CC2)cc1 (stereo not given),-3.0,10,3%,20%,-4,-2%,-9%,2%,-4
COc1ccc(-c2ccc3c(c2)C2CC3CCN2CCC#N)cc1 (stereo not given),-0.5,-2,-4%,5%,1,0%,-1%,-11%,9
CC(C)C(=O)Nc1nnc(S(=O)(=O)N2CCCc3ccccc32)s1,0.6,6,4%,-4%,-23,-3%,13%,-31%,8
CCOc1cc(N2CCOCC2)c(OCC)cc1NC(=O)C(C)Oc1ccccc1 (stereo not given),-0.5,3,-8%,-7%,19,-5%,?,?,6
CC(C)(C)NC(=O)C(c1ccccc1F)n1c(=O)c(-c2ccccc2)nc2ccccc21 (stereo not given),0.3,-4,-1%,2%,1,-9%,·,-5%,8
Cc1ccnc(SCC(=O)Nc2cccc(S(=O)(=O)N3CCOCC3)c2)n1,-0.2,14,1%,9%,10,-13%,2%,2%,-2
Cc1cc(C(=O)N/N=C/c2cccc(OC(=O)c3ccco3)c2)n[nH]1,-3.3,1,-10%,2%,-9,-7%,1%,0%,-16
COc1ccc(CNC(=O)C[C@H]2C[C@H](C(=O)N3CCCCC3)[C@@]3(C)c4[nH]c5cc(-c6ccco6)ccc5c4CCN3C2=O)cc1OC,-0.5,-8,-14%,-1%,12,-13%,-1%,-27%,-29
CCCCSCCCNC(=S)Nc1ccccc1C,-4.1,-5,?,-13%,-9,-14%,14%,?,0

# 10 structures out of the list, ordered by molecular weight, lowest first.
SMILES,IL-2 act,D3 ag,HEK293 tox,WRN helicase inh,DRD3 antagonist,PLK1 PBD inh,GLP-1R agonist,GLP-1R inv ag,PI5P4K alpha inh
CC(C)N(C=O)C1(C(=O)NC2CCCCC2)CCCCC1,-1.1,1,1%,2%,-4,2%,-8%,0%,9
C#CCSc1n[nH]c(=O)n1-c1cccc(C(F)(F)F)c1,-0.7,11,-4%,-3%,-9,-7%,4%,0%,4
COc1cccc(NC(=S)NCc2ccc3c(c2)cc(C)n3C)c1,2.6,2,?,-33%,-4,6%,-1%,?,1
CCC(=O)Nc1cccc(NC(=O)c2ccc(Br)cc2)c1,4.0,-4,0%,-13%,0,-3%,7%,-4%,0
Cc1ncoc1C(=O)N1CCCC(CCC(=O)NCc2ccccc2F)C1 (stereo not given),-1.6,-15,?,-5%[57.1 µM],-30,-1%,0%,-22%,4
COc1ccc(NC2CS(=O)(=O)CC2OC(=O)c2ccc(F)cc2)cc1 (stereo not given),1.4,1,-6%,-2%,13,-1%,-13%,-5%,·
CC(Oc1ccc2c(-c3ccccc3)cc(=O)oc2c1)C(=O)N1CCC[C@@H]1C(N)=O (stereo not given in full),-0.3,-15,1%,5%,?,-3%,9%,1%,1
CC(C)(C)NC(=O)C(c1ccccc1F)n1c(=O)c(-c2ccccc2)nc2ccccc21 (stereo not given),0.3,-4,-1%,2%,1,-9%,·,-5%,8
Cc1nn(C2CCS(=O)(=O)C2)c2nc(C3CC3)cc(C(=O)Nc3cccc(C#N)c3)c12 (stereo not given),0.8,-21,-14%,-2%,-21,0%,13%,?,-3
Cc1cccc(C)c1NC(=O)C1(N(Cc2ccco2)C(=O)Cn2nnnc2N)CCCCC1,1.9,3,-6%,-2%,8,-7%,-16%,-11%,1

# Later entries:
SMILES,IL-2 act,D3 ag,HEK293 tox,WRN helicase inh,DRD3 antagonist,PLK1 PBD inh,GLP-1R agonist,GLP-1R inv ag,PI5P4K alpha inh
CC1C(=O)Nc2ccccc2N1C(=O)c1ccccc1 (stereo not given),3.2,2,-3%,-10%,0,-9%,10%,7%,4
Cc1ccc(CNC(=O)CC(C)S(=O)(=O)c2ccc3c(c2)NC(=O)CS3)o1 (stereo not given),1.8,-2,2%,-7%[57.1 µM],-12,?,0%,-11%,-21
Cn1cc(/C=C2\SC(=S)N(NC(=O)c3ccccc3Cl)C2=O)c2ccccc21,3.3,-3,20%,-23%,23,13%,5%,2%,-6
Cc1cc(NC(=O)c2ccc3nccnc3c2)ccc1Br,-3.9,-8,-2%,-29%,1,-2%,-5%,?,-1
COc1ccc(NC(=O)/C(C#N)=C\C=C\c2ccco2)cc1,0.8,-7,?,-29%,?,-6%,-3%,?,-28
Cc1cccc(-n2c(C)cc(/C=N/NC(=O)c3cccc([N+](=O)[O-])c3C)c2C)c1,2.3,0,-33%,3%,-24,-2%,5%,?,-1
O=C(CSc1nc2c(sc3ccccc32)c(=O)n1Cc1ccccc1)NCC1CCCO1 (stereo not given),-1.4,5,2%,-1%,-10,0%,-14%,-2%,-10
CCCCNc1nc(Cl)nc(Nc2ccc(C)cc2)n1,0.0,-2,0%,-13%,27,-8%,20%,18%,-8
CN1CCN(C(=O)c2ccc3c(c2)N(Cc2cccc(Cl)c2)C(=O)c2ccccc2S3=O)CC1 (stereo not given),-0.8,-15,-5%,1%,-26,-4%,19%,1%,1
Cc1ccc(SC(CC(=O)c2ccc(C)cc2)C(=O)O)cc1 (stereo not given),2.7,-10,-2%,?,?,?,-4%,?,2

# Random draw from the library. Share with any hit: about 7.8%.
